D3 antag = blocks the human D3 dopamine receptor; P35462; D3R cells, DiscoveRx beta-arrestin luminescence, antagonist mode; hits give low values; max response, negative = inhibition, %; 360,000 compounds, 2.5% hits; in the data active means max response below about -50%; inconclusive means no clear call, values can overlap the other calls; further: on the % scale 0 is the no-effect control and ±100 the full control effect; mostly tested at two doses, the higher about 12 µM
Target sequence (P35462 whole entry, looked up): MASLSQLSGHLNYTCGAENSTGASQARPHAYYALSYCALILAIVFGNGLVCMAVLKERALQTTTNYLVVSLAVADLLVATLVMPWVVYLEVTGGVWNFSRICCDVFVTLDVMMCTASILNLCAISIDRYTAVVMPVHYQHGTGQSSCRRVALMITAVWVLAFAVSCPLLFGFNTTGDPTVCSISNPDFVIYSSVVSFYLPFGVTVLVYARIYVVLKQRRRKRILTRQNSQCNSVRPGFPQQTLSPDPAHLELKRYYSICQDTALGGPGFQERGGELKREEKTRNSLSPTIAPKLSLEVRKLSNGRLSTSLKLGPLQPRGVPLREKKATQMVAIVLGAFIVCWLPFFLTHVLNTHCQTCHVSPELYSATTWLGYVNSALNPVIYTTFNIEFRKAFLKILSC
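Cells expressing the human receptor were seeded at 1500 cells/well, incubated overnight at 37 degrees C in 5% CO2, then exposed to library compounds with dopamine controls for 90 minutes at 37 degrees C before luminescent detection.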
GLP1R inv ag = inverse agonists of human GLP-1 receptor; Potency, µM (highest dose often 38.3 µM), for the others: at the highest dose activity change, negative = inhibition, actives largely listed as inhibitors; AID 624417; P43220; HEK293 GLP-1R CRE-luciferase, luminescence, 24 h; GLP-1R form is constitutively active; 410,000 compounds, 1.6% hits; further: potency means the concentration at half of the fitted maximal effect; on the % scale 0 is the no-effect control and ±100 the full control effect; nearly all actives have a fitted effect of over 55% in size
Target sequence (P43220 whole entry, looked up): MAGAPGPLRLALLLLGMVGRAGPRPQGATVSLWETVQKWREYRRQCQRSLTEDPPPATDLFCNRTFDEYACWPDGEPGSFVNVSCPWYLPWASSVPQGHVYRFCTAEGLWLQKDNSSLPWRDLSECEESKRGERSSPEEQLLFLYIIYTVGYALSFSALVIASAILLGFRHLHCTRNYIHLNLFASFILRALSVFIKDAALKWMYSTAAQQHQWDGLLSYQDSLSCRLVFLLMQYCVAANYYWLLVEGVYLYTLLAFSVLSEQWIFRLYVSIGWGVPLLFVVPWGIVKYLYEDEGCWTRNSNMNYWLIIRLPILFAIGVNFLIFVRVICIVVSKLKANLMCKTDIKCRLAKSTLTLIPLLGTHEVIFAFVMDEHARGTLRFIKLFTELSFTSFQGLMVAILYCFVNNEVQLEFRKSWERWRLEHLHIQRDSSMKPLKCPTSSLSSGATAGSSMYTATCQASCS
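Inverse agonism was detected as reduced cAMP-driven luciferase luminescence after 24 h compound treatment. The cells were HEK293 clones expressing constitutively active human GLP-1R with the reporter. Reporter-only and GPR119 cell lines served as counterscreen controls.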
IL-2 act = activators of IL-2; IL-2 activation reporter assay, cell-based qHTS; stimulated with anti-CD3/CD4/CD28 beads; in transgenic mouse T cells; activation, % (series mostly up to about 46 µM); 360,000 compounds, 0.065% hits; AID 652025; in the data active means activation above about 50%; inconclusive means mostly about 30% to 49%; further: 0% is about no effect
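Screening format: compound pinned onto unstimulated transgenic mouse T cells, 60 min incubation, then anti-CD3/anti-CD4/anti-CD28 bead stimulation for 18 hours at 37 degrees C, followed by EGFP and DsRed detection.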
PLK1 PBD block = inhibitors of human PLK1 polo-box domain binding; 360,000 compounds, 2.8% hits; P53350; Potency, µM, for the others: max response, negative = inhibition, usual class: inhibitors; Plk1 PBD binding of FITC phosphopeptide, fluorescence polarization; AID 720504; further: potency means the concentration at half of the fitted maximal effect; series mostly up to about 57 µM; on the % scale 0 is the no-effect control and ±100 the full control effect; nearly all actives have a fitted effect of over 65% in size
GLP-1R agonist = GLP-1 receptor (human) agonism. P43220. HEK293 GLP-1R CRE-luciferase, luminescence, 4-6 h; cells express a hypersensitive GLP-1R form. Potency, µM (highest dose often 45.6 µM), for inactives: top-dose activation, usual class: activators. 380,000 compounds, 0.007% hits. AID 624172; further: potency means the concentration at half of the fitted maximal effect; % of control where 0% means no effect
GLP1R cytotox = cytotoxicity in counter-screen for GLP-1R inverse agonists; AID 624418; HEK293 cAMP-luciferase reporter cells, luminescence, 24 h; Potency, µM (titrated, usually from 38.3 µM), for the others: top-dose activity change, negative = inhibition, most hits filed as inhibitors; 410,000 compounds, 0.13% hits;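 further: loss of luciferase light is scored as toxicity; potency means the concentration at half of the fitted maximal effect; on the % scale 0 is the no-effect control and ±100 the full control effect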
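MLSMR compounds, 24 hr on cells at 37 deg C/5% CO2; luminescence after luciferase reagent (12 min RT). Inhibition counted as the undesired cytotoxic outcome.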
PI5P4K alpha inh = blocks human PI5P4K alpha kinase activity | P48426 | PI5P4Kalpha enzyme, ADP-Glo luminescence, 60 min; hits give low values | max response, % | 330,000 compounds, 1.2% hits | AID 652105; active means max response of -50% or lower; inconclusive means between -30% and -50%; inactive means -30% or higher; further: value at the top dose of about 77 µM; on the % scale 0 is the no-effect control and ±100 the full control effect
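Luminescence from ADP-Glo served as readout of PI5P4Kalpha activity in a qHTS format. Reaction: enzyme, substrate, compound, ATP at 5 microM final, 60 min at RT.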
WRN helicase inh = inhibitors of human WRN helicase; Potency, µM (series often up to 114 µM), without a hit: top-dose activity change, negative = inhibition, actives largely listed as inhibitors; 360,000 compounds, 0.46% hits; WRN helicase unwinding, fluorescent forked duplex, kinetic; Q14191; further: potency means the concentration at half of the fitted maximal effect; on the % scale 0 is the no-effect control and ±100 the full control effect; nearly all actives have a fitted effect of over 55% in size
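Enzyme (20 nM final) and test compound sit together 15 min at room temperature before substrate addition. Substrate is a single-forked duplex oligonucleotide (100 nM) labelled with fluorophore and quencher, with 2 mM ATP; helicase unwinding raises red fluorescence, read kinetically.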
D3 ag = activates the human D3 dopamine receptor. D3R DiscoveRx beta-arrestin cells, luminescence, 90 min. 410,000 compounds, 0.58% hits. AID 652048. P35462. max activation, %; in the data active means max activation above about 30%; further: 0% is about no effect; mostly tested at two doses, the higher about 12 µM
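Agonist mode: compounds and dopamine controls were applied to plated cells for 90 min at 37 degrees C after an overnight attachment at 1500 cells/well. Luminescent read-out followed 30 - 60 minutes at room temperature with DiscoveRx detection reagent.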
* hit, by the source's call; ? = inconclusive; nt = no result given; & = joins results of further samples; [ ] = remark or other dose. Unless noted, the call rests on the fitted dose curve; in most records, active means well fitted curve in the direction sought with a large enough effect; inconclusive means small, poorly fitted or top-dose-only effect, or another doubt; inactive means no such curve, though single readings can be large; an effect the other way counts as inactive or inconclusive. An unsorted share of the library. About 7.8% of those tested had a hit in this group.

SMILES	D3 antag	GLP1R inv ag	IL-2 act	PLK1 PBD block	GLP-1R agonist	GLP1R cytotox	PI5P4K alpha inh	WRN helicase inh	D3 ag
COc1ccc(NC(=O)CN(C)C(=O)C2CC(=O)N(c3cccc4ccccc34)C2)cc1 (configuration not stated)	7	5%	0.4	4%	-4%	-5%	5	-8%	-7
CC(=O)c1ccc(NC(=O)Nc2ccc3c(c2)N(C)C(=O)CS3)cc1	?	?	0.0	?	-22%	8%	-30	-33%	-9
COc1ccc(C)cc1S(=O)(=O)NC(C)C(=O)NC1CC1 (configuration not stated)	5	16%	-2.0	2%	-1%	-3%	1	4%	4
CCOC(=O)Cc1nnc(NC(=O)c2ccccc2OCC)s1	16	40%[activator]	-0.4	-1%	8%	3%	0	1%	7
COC(=O)CN1C(=O)COc2ccc(S(=O)(=O)N3CCCCCC3)cc21	-8	2%	0.0	-3%	6%	3%	1	6%	-2
CCOC(=O)N/N=C\c1cccc(OC)c1OC/C=C/c1ccccc1	-7	?	-1.1	0%	5%	1%	0	-7%	-1
Cc1ccc(CN2CC(C(=O)Nc3ccc(S(=O)(=O)Nc4cc(C)nc(C)n4)cc3)CC2=O)cc1 (configuration not stated)	?	-9%	-0.6	-1%	-7%	-2%	-1	-2%	5
CC(=O)c1c(C)nc(C)nc1NC(=O)Cc1ccccc1	0	3%	-1.5	-4%	-7%	-7%	-4	12%[57.1 µM]	0
COc1cc(CC(NC(C)=O)C(=O)NC2CCN(C(=O)Nc3ccccc3Cl)CC2)cc(OC)c1 (configuration not stated)	1	5%	2.2	-5%	10%	23%	1	1%	0
Cc1nc2ccccn2c(=O)c1NC(=O)c1ccc(Br)o1	0	15%	-0.8	-1%	0%	2%	2	7%	1
Cc1ccc(C2CC(=O)N(c3ccc(F)cc3)C3=C2C(=O)CCC3)cc1 (configuration not stated)	15	-24%	0.7	0%	-3%	-23%	0	11%	2
C[C@@H]1COC(=O)[C@@H](NC(=O)OCC2c3ccccc3-c3ccccc32)C/C=C\C[C@@H](CC(=O)N(CCO)Cc2ccccc2)C(=O)N1	18	-11%	-0.8	-9%	6%	-5%	?	5%	13

Profiles as entered above. Values in the order: D3 antag | GLP1R inv ag | IL-2 act | PLK1 PBD block | GLP-1R agonist | GLP1R cytotox | PI5P4K alpha inh | WRN helicase inh | D3 ag
COC(=O)CN1C(=O)COc2ccc(S(=O)(=O)N3CCCCCC3)cc21 reads -8 | 2% | 0.0 | -3% | 6% | 3% | 1 | 6% | -2
CC(=O)c1ccc(NC(=O)Nc2ccc3c(c2)N(C)C(=O)CS3)cc1 reads ? | ? | 0.0 | ? | -22% | 8% | -30 | -33% | -9

(more compounds)
SMILES	D3 antag	GLP1R inv ag	IL-2 act	PLK1 PBD block	GLP-1R agonist	GLP1R cytotox	PI5P4K alpha inh	WRN helicase inh	D3 ag
COc1ccccc1NC(=O)c1ccccc1Oc1ccccc1	2	?	0.3	0%	6%	-4%	21	0%	5
NC1(C(=O)O)CSSC1	-3	?	-0.2	-8%	0%	11µM*	5	-16%	3
COc1ccc(Cl)cc1N(CC(=O)NCc1ccccn1)S(=O)(=O)c1ccc(C)cc1	-20	-8%	-3.4	-15%	7%	2%	-9	5%	-11
Cc1ccc(N(C(C)C(=O)Nc2ccc(S(=O)(=O)N3CCOCC3)cc2)S(C)(=O)=O)cc1C (configuration not stated)	-6	?	-0.7	-4%	-6%	14%	1	-5%	5
COc1ccc(CCN2CC(C(=O)Nc3cc(F)ccc3F)CC2=O)cc1OC (configuration not stated)	6	5%	2.0	-2%	7%	-5%	-1	-7%	5
CCOc1ccc2[nH]c(=O)c(CN(Cc3ccco3)C(=O)c3cccc(F)c3)cc2c1	7	17%	0.0	4%	9%	8%	-5	-6%	5
CC1CCN(CCCNC(=O)C2CCN(S(=O)(=O)N3CCC4(CC3)OCCO4)CC2)CC1	-6	4%	-3.9	-8%	-3%	13%	0	-5%	-10
O=C(N/N=C/c1ccc([N+](=O)[O-])o1)c1cc2ccccc2o1	-25	3%	-0.1	-11%	7%	19%	-20	-10%	-14
N#Cc1cc2sc3nnc(-c4ccncc4)n3c2cc1C#N	13	93%[activator]	0.3	-4%	1%	-19%	7	-13%	0
CCC(CC)NC(=O)Cn1c(C(C)NC(C)=O)nc2ccccc21 (configuration not stated)	-7	5%	-4.0	3%	0%	0%	-2	7%	-2
O=C(O)c1ccccc1Sc1ncnc2sc3c(c12)CCC3	-4	13%	1.2	-4%	-13%	0%	-20	-2%	6
Cn1c(SCc2c(F)cccc2Cl)nc2c(c1=O)SCC2	5	-20%[7.66 µM]	-0.9	-5%	6%	13%[7.66 µM]	-3	-9%	-6
Cc1cccc(C)c1NC(=O)CN1CCCC1	-5	19%	0.4	-11%	6%&3%	2%	-1	-2%	-11&-4
O=C1[C@H]2CCC=C[C@H]2[C@H](c2cccc(Br)c2)N1Cc1ccccc1	-24	?	-0.5	21µM*	-3%	3%	-53*	-7%	-23
O=C(Cc1ccc([N+](=O)[O-])cc1)Nc1cccc(C(=O)N2CCOCC2)c1	22	2%	0.8	-22%	-4%	-13%	-2	4%	3
COc1ccc2c(-c3ccccc3)cc(=O)[nH]c2c1	-15	23%	-1.4	-6%	-1%	-17%	nt	19%	7
Cc1cc(Cl)ccc1OCCCC(=O)Nc1ccc(S(=O)(=O)Nc2ncccn2)cc1	4	-10%	-3.4	-14%	1%	2%	-8	-7%	-2
CN=c1scc(-c2cc(OC)ccc2OC)n1/N=C/c1c(C)[nH]c2ccccc12	10	?	-5.2	0%	11%	-6%	20	-8%	-1
Cc1noc(C)c1S(=O)(=O)Nc1ccc2c(c1)C(=O)N([C@H](C)CO)C[C@@H](C)[C@@H](CN(C)Cc1ccc3c(c1)OCO3)O2	32	3%	-0.2	-14%	11%	-5%	4	-2%	6
C=C(C)c1cccc(C(C)(C)NC(=O)N2CCN(CC(N)=O)CC2)c1	0	5%	0.2	-3%	4%	25%	2	-9%	3
Cc1ccc(C(=O)NCCc2nnc3ccc(SCC(=O)N4CCCC4)nn23)cc1	10	-1%	-2.8	-5%	-4%	8%	-3	-17%	1
O=C(O)C1=C[C@H](c2ccc(Br)cc2)C[C@H](OCCCCO)O1	-11	2%	-0.6	-15%	-4%	3%	0	1%	12
O=C(N/N=C1\C/C(=N\NC(=O)c2ccncc2)c2ccccc21)c1ccncc1	-6	10%	-2.0	-6%	-4%	-28%	-23	-3%	-14
COCCN1C(=O)N[C@@H](c2cccc(F)c2)C(C(C)=O)=C1C	-2	10%	1.8	-2%	-6%	9%	5	2%	-12
COc1ccc(S(=O)(=O)N2CCC(C(=O)NCCc3ccccc3)CC2)cc1	3	17%	0.4	0%	0%	-3%	4	2%	-3
C#CCNC(=O)C1=C[C@H](C)[C@@H](CCCO)[C@H](OCC)O1	16	2%	-2.0	-4%	-1%	10%	-2	3%	-1
COc1ccc(NC(=O)CCN2C(=O)C3C4CCC(C4)C3C2=O)cc1 (configuration not stated)	22	3%	-0.3	0%	1%	-9%	3	-1%	6
COc1ccc(-c2nc(C)c(C(C)=O)n2O)cc1[N+](=O)[O-]	?	-15%	1.6	-14%	0%	6%	4	-11%	-9
COc1ccc(C(=O)NCc2nnc(SCC(=O)Nc3cccc(C(F)(F)F)c3)o2)cc1OC	4	-2%	-1.4	-12%	-4%	-1%	11	5%	-13
O=C(CC1(O)C(=O)N(CCc2ccccc2)c2ccc(Br)cc21)c1ccccc1 (configuration not stated)	nt	?	nt	nt	2%	-7%	nt	nt	5
COCc1nnc(NS(=O)(=O)c2ccc(Br)cc2)s1	-1	12%	4.1	-24%	8%	-10%	3	-8%	0
CC(C)n1c(N2CCCC2)nc2c1c(=O)[nH]c(=O)n2C	-19	191%[activator]	0.3	-3%	10%	1%	3	-1%[57.1 µM]	0
C[C@@H]1C(=O)O[C@H]2CC34[C@H]5C[C@@H](C(C)(C)C)[C@]36[C@@H](OC(=O)[C@@H]6O)O[C@@]4(C(=O)O5)[C@]21O (some centres not stated)	13	-8%	-0.7	-14%	-2%	2%	-2	3%	9
CC(=O)c1sc(NC(=O)c2cccc(N3C(=O)CCC3=O)c2)nc1-c1ccccc1	4	-2%	-0.7	1%	-1%	-9%	0	-7%	2
CCc1nnc(NC(=O)CSCc2cc(=O)n3nc(C(C)C)sc3n2)s1	1	9%	-0.2	8%	0%	-12%	-4	-1%	4
COCCn1c(COc2ccc(C)cc2)nc2ccccc21	?	?	-0.3	-5%	7%	-5%	-3	1%	3
CCC(C)(C)n1nnnc1C(c1ccccn1)N1CCN(c2cccc(OC)c2)CC1 (configuration not stated)	?	?	-0.3	1%	2%	-24%	-2	4%	-6
CC1(C)CC(=O)C(C2C3=C(CC(C)(C)CC3=O)Oc3ccc4ccccc4c32)C(=O)C1 (configuration not stated)	0	10%	-0.3	-16%	14%	-9%	-3	1%	-2
O=C(NCc1cccs1)C1Cc2c(-c3ccccc3Oc3ccccc3)ccnc2O1 (configuration not stated)	-9	?	2.0	-4%	-1%	0%	2	-7%	2
COc1cc(-c2cc(OC)c(O)c(OC)c2)cc(OC)c1O	0	169%[activator]	-0.7	-19%	17%	-14%	-3	-16%	0
COc1ccc(S(=O)(=O)Nc2ccccc2C(=O)N2CCOCC2)cc1F	-18	1%	-1.4	-2%	-4%	-1%	5	-22%	5
Cn1cccc1/C=C1\CCc2ccccc2C1=O	-14	?	-3.1	-12%	3%	?	-8	-2%	-11
CC1(C)CC(NC(=O)c2ccccc2Cl)CC(C)(C)N1	3	11%	1.1	-1%	-11%	-5%	-4	2%	0
O=C(CN1C(=O)C2CCCCC2C1=O)Nc1ccccc1C(=O)O (configuration not stated)	3	-27%	-0.5	6%	-1%	4%	4	-3%	-6
COc1ccc(C2c3c(-c4ccccc4O)n[nH]c3C(=O)N2CCc2ccc(OC)c(OC)c2)cc1 (configuration not stated)	-4	?	-1.5	-6%	-26%	-22%	-7	-2%	1
CCN(CC)c1ccc(C(=O)Nc2ccc3nc(N(CC)CC)cc(C)c3c2)cc1	nt	?	nt	nt	11%	1%	nt	nt	0
COc1ccc(N2CCN(C(=O)CN(c3ccc(Br)cc3)S(C)(=O)=O)CC2)cc1	-6	0%	-1.3	-5%	-2%	-9%	nt	-10%[57.1 µM]	-8
